Assay outcomes (PubChem)
Lipid storage S3 – qHTS Assay for Lipid Storage Modulators in Drosophila S3 Cells | Potency in µM for hits, for the others lipid storage change, negative = inhibition, % at the top dose, mostly 46.1 µM | 320,000 compounds, 0.64% hits | Drosophila S3 cells, BODIPY lipid droplet fluorescence, 18-24 h; cells fed with added oleic acid | AID 2685; active = well fitted inhibition curve with a large enough effect in the signal ratio, with a control signal flat, not every such curve was filed as active; inconclusive = small, poorly fitted or top-dose-only effect, or effect the other way, or a change in a side signal; the % refers to the signal ratio
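Drosophila S3 cells loaded with oleic acid (400 uM, as added) and compounds at several concentrations; lipid droplets imaged by 488-nm laser-scanning cytometry, 500–530 nm intensity and object ratio to cell channel. Percent activity normalized to 20 uM Triacsin C.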
Lipid storage S3 cell count max – second read-out of Lipid storage S3, no call of its own (marks repeat the call); cell number change, %; measured here: cell count max response;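 cells counted by Cell Tracker Red CMTPX staining in the red channel; peak over a dose series mostly up to 46.1 µM; percent activity relative to internal control wells on each plate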
Starred values were filed as active, the others as inactive; i = inactive; ? = inconclusive; · = not tested or not shown; [ ] = another dose, or the depositor's remark. % is scaled to controls: 0 for no effect and ±100 for the full control effect; potency is read from the fitted curve at half-maximal effect. Not all compounds are listed; count on the stated rates, not on these rows.

SMILES	Lipid storage S3	Lipid storage S3 cell count max
COc1cc2cc(Oc3ccc4ccc(=O)oc4c3)c(=O)oc2cc1OC(=O)C=C(C)C	?	·
COc1ccc(/C=N/NC(=O)c2cc(-c3ccccc3)nc3ccccc23)c(OC)c1	?	·
O=C(O)c1cccc(Oc2ccc([N+](=O)[O-])cc2)c1	11%	2
CCn1c(CNC(=O)c2ccccc2Br)nnc1SCC(=O)Nc1nncs1	-16%	15
CCCCCCn1c(N2CCCC2)nc2c1c(=O)n(C)c(=O)n2C	?	·
CCC(c1nnnn1CCOC)N1CCN(Cc2ccccc2)CC1 (centres undefined)	?	·
Cc1ccc(SCc2ccc(C(=O)Nc3nccs3)o2)cc1	?	·
CC(CCc1ccccc1)NC(=O)CCC(=O)N1CCC(C(=O)O)CC1 (centres undefined)	?	·
CCn1cc(CN2CCc3c([nH]c4ccccc34)C2c2ccc(F)c(OC)c2)c(C)n1 (centres undefined)	-13%	-12
O=C1CC(c2ccccc2)SC(N(c2ccccc2)c2ccccc2)=N1 (centres undefined)	-4%	16
FC(F)(F)c1cccc(Cn2nnnc2-c2ccc(Cl)cc2)c1	?	·
O=C(CCC(=O)OCC(=O)c1ccc(C(F)(F)F)cc1)OCC(=O)c1ccc(C(F)(F)F)cc1	?	·
Cc1ccc(S(=O)(=O)N(C)CC(=O)Oc2ccc(-c3nnco3)cc2)cc1	?	·
O=C(c1cccc(Cl)c1)N1CCN(Cc2ccccc2F)CC1	8%	-5
CC(C)CCNC(=O)[C@@H](NC(=O)c1c(F)cccc1F)C(C)C	?	·
O=C(NC(=S)Nc1ncccn1)c1ccccc1Br	i	-14
CC(NC(=O)[C@H](C)NC(=O)[C@@H]1CSC2c3ccccc3C(=O)N21)c1ccccc1 (some centres undefined)	-22%	19
COc1ccc(/C=C\C(=O)c2c(O)ccc3c(C)cc(=O)oc23)cc1OC	?	·
COc1ccc(C)cc1NC(=O)CSCc1ccccc1C	?	·
O=C(CN1CCN(Cc2ccccc2)CC1)N=Nc1c(O)[nH]c2ccccc12	?	·
CCOC(=O)c1ccccc1-c1cn2cc(Cl)ccc2n1	-18%	-15
O=C(CCN1C(=O)COc2ccccc21)NCc1ccco1	i	-11
O=C(CN1CCCC1)N/N=C/c1c(O)ccc2ccccc12	?	·
O=C(Nc1ccc2c(c1)OCO2)C1CCCN(c2nc3ccccc3s2)C1 (centres undefined)	?	·
S=C1NCN(Cc2ccco2)CN1Cc1ccco1	-11%	-2
CCn1c(-c2ccccc2)c(C(=O)CC#N)c2ccccc21	?	·
COC(=O)C1=C(C(=O)OC)[C@@H]2N(C)c3ccc(OC)cc3[C@@]23C[C@@H](C(=O)OC)N(C(=O)c2cccs2)C3=N1	?	·
CCCCN(C)Cc1cc(=O)oc2cc3c(cc12)CCCC3	7%	7
Cc1cc(C(=O)CSc2ccc(Cl)cc2)cc(C)c1OC(=S)N(C)C	?	·
Cc1ccccc1N1CCN(C(=O)C2CCC(=O)N(C3CCCC3)C2)CC1 (centres undefined)	?	·
CCCC(=O)NNC(=O)Nc1ccccc1	-8%	14
COc1ccccc1CC(=O)N1CCN(C(=O)c2ccco2)CC1	?	·
Cn1ccnc1SCC(=O)Nc1cccc(S(=O)(=O)N2CCCCCC2)c1	?	·
COC(=O)C1=C(C)N(C)C(=O)NC1c1ccc([N+](=O)[O-])o1 (centres undefined)	?	·
CS(=O)(=O)N(CC(=O)N1CCCCCC1)c1cccc(F)c1	-3%	-1
O=C(c1ccco1)N1CCN(Cc2cccc3ccccc23)CC1	?	·
CN(N)c1nc(-c2ccccc2)nnc1C(F)(F)F	-26%	-7
COc1ccc2cc(C(=O)NCC(=O)O)sc(=O)c2c1OC	0%	-4
CCOC(=O)c1c(NC(=O)CC)sc(C(=O)NC2CCCC2)c1C	?	·
O=S(=O)(c1ccccc1Cl)N1CCCC1c1nc(-c2ccc(Cl)cc2)no1 (centres undefined)	i	·
COc1ccc(C(=O)Nc2ccnn2C2CCN(Cc3cnn(C)c3)CC2)cc1	?	·
Cc1ccccc1NC(=O)Cc1nc(COC(=O)c2cc(Br)ccc2O)cs1	?	·
COCCN1C=C(C(=O)OC)C(c2ccc(Cl)cc2)C(C(=O)OC)=C1	5%	12
Cc1cc(C)c(NC(=O)COc2cccnc2[N+](=O)[O-])c(C)c1	?	·
Cc1nnc(NC2(C(F)(F)F)C(=O)Nc3c2c(=O)n(C)c(=O)n3C)s1 (centres undefined)	?	·
O=c1[nH]c(C(Cl)Cl)nc2sc3c(c12)CCN(Cc1ccccc1)C3	?	·
CC(C)[C@@H](N)C(=O)NCC1CCC(C(=O)N[C@@H](Cc2ccccc2)C(=O)O)CC1 (some centres undefined)	-3%	-1
Cn1c(=O)n(C/C=C/c2ccccc2)c(=O)c2c1nc1n2CCCN1c1ccc(F)cc1	-3%	-21
O=C(COC(=O)c1n[nH]c2ccccc12)c1ccc(F)c(F)c1	16%	-12
C/C(=N/NC(=O)c1cc(C)[nH]n1)c1ccco1	0%	-5

(list continues)
SMILES	Lipid storage S3	Lipid storage S3 cell count max
CCO[C@@H]1OC(C(=O)N2CCOCC2)=C[C@H](C2CC2)[C@H]1CCCO	11%	13
C=CCc1cc(Cl)ccc1OCCNCCN1CCOCC1	-8%	-7
CCOC(=O)N1CCN(C(=O)c2cnsn2)CC1	8%	4
O=C(Cc1ccccc1Cl)NCCCn1ccnc1	-1%	-1
CSc1nc2c(cc1C#N)CCC2	?	·
CC(C)c1nc(SCC(=O)Nc2ccc3c(c2)OCCO3)c2c(=O)n(C)c(=O)n(C)c2n1	23%[9.22 µM]	·
CCC(=O)c1cn(CC(=O)Nc2cccc(OC)c2)c2ccccc12	?	·
N#Cc1nc(-c2ccc(OCc3ccccc3)cc2)oc1NCCCN1CCOCC1	?	·
COc1ccc(N(CC(=O)N2CCN(c3cc(C)ccc3C)CC2)S(=O)(=O)c2c(C)noc2C)cc1	i	-3
COc1ccc(NC(=S)Nc2ccc(S(=O)(=O)N3CCOCC3)cc2)c(OC)c1	-4%	-6
Cc1ccc(S(=O)(=O)N2CCCC2C(=O)n2nc(C)cc2C)cc1 (centres undefined)	?	·
COc1ccc(C(C)NC(=O)C23CC4CC(CC(C4)C2)C3)cc1OC (centres undefined)	?	·
CN(Cc1nc(-c2ccc(C(F)(F)F)cc2)no1)C1CCOCC1	-12%	7
COc1ccc(Cl)cc1C(=O)NCCc1ccc(S(=O)(=O)NC(=O)NC2CCCCC2)cc1	?	·
CCn1c(SCC(=O)OC)nnc1-c1ccccc1	-14%	0
CC(NC(=O)c1cccc(S(=O)(=O)N(C)C)c1)c1nc2ccccc2[nH]1 (centres undefined)	-9%	·
CCOc1ncccc1C(=O)OCC(=O)NCc1ccc2c(c1)OCO2	?	·
Cc1cc(C)nc(N/N=C/c2cccc([N+](=O)[O-])c2)n1	25%	-1
COc1ccc(OCc2nnc(SCC(=O)NC3CC4CCC3C4)o2)cc1 (centres undefined)	i	-17
CCOC(=O)N1CCN(C(=O)c2cn(CC)c3ccc(S(=O)(=O)N4CCOCC4)cc3c2=O)CC1	i	0
CN(NC1OC(=O)c2ccccc21)c1ncc(C(F)(F)F)cc1Cl (centres undefined)	-2%	-12
N#Cc1cccc(NC(=O)NCCc2c[nH]c3ccccc23)c1	?	·
O=C(Oc1ccc(Cl)c2cccnc12)c1cccnc1	?	·
COC(=O)CCc1nc2c(C#N)c(-c3ccc(Cl)cc3)ccn2n1	?	·
c1ccc(CSc2ncnc3ccccc23)cc1	17%	2

Filtered by structure, the entries above containing an NH in an aromatic ring
SMILES	Lipid storage S3	Lipid storage S3 cell count max
CCn1cc(CN2CCc3c([nH]c4ccccc34)C2c2ccc(F)c(OC)c2)c(C)n1 (centres undefined)	-13%	-12
O=C(CN1CCN(Cc2ccccc2)CC1)N=Nc1c(O)[nH]c2ccccc12	?	·
O=c1[nH]c(C(Cl)Cl)nc2sc3c(c12)CCN(Cc1ccccc1)C3	?	·
O=C(COC(=O)c1n[nH]c2ccccc12)c1ccc(F)c(F)c1	16%	-12
C/C(=N/NC(=O)c1cc(C)[nH]n1)c1ccco1	0%	-5
CC(NC(=O)c1cccc(S(=O)(=O)N(C)C)c1)c1nc2ccccc2[nH]1 (centres undefined)	-9%	·
N#Cc1cccc(NC(=O)NCCc2c[nH]c3ccccc23)c1	?	·

Other entries follow:
SMILES	Lipid storage S3	Lipid storage S3 cell count max
CCCNC(=O)COc1coc(CN2CCN(c3ccccc3)CC2)cc1=O	?	·
CCOC(=O)C(=O)N(Nc1ccc(C)cc1)c1ccc(C)cc1	6%	-1
CCOC(=O)c1cnc2c(c(C3CC3)nn2C)c1N1CCOCC1	?	·
Cc1ccc(S(=O)(=O)NC2CCCC2)cc1C(N)=O	6%	·
O=C(CN(C(=O)c1csnn1)c1cccc2c1CCCC2)NCc1ccc(F)cc1	?	·
Cc1cc(C)cc(NC(=O)Cc2ccc(-n3cccc3)cc2)c1	13%	-7
C=CCN1C(=O)CSC1=Nc1ccc(NC(C)=O)cc1	5%	3
CCOc1cc2[nH]c(=S)n(Cc3ccc(C(=O)NCCN(CC)CC)cc3)c(=O)c2cc1OCC	?	·
OC(CCc1ccncc1)c1ccccc1 (centres undefined)	?	·
CN(C(=O)Nc1ccccc1)C1CCCCC1	7%	8
O=c1c2ccccc2c(/C=N/NS(=O)(=O)c2ccccc2)c(O)n1-c1ccccn1	?	·
Cc1ccnc(NS(=O)(=O)c2ccc(NC(=O)c3ccc(S(=O)(=O)N4CC(C)OC(C)C4)cc3)cc2)n1 (centres undefined)	-6%	0
CCOC(=O)c1[nH]c2ccccc2c1NC(=O)CC(C)C	3%	-5
CC(=O)Nc1ccc2nc(C3CC3)n(Cc3ccc(Cl)cc3)c(=O)c2c1	3%	-27
O=C(Nc1cccc(S(=O)(=O)N2CCCCC2)c1)C1CCCN1S(=O)(=O)c1ccccc1F (centres undefined)	?	·
CCc1c(C(=O)Nc2ccc(S(=O)(=O)N3CCOCC3)cc2)csc1C	i	-28
O=C(CCNC(=O)c1ccc(Cl)cc1)Nc1c(F)c(F)cc(F)c1F	?	·
O=C(CSc1ccncc1)Nc1ccc(S(=O)(=O)Nc2nccs2)cc1	?	·
COc1ccccc1Nc1nc(-c2ccc3c(c2)NC(=O)CO3)cs1	?	·
COc1ccc(C(=O)N2CCC(n3nccc3NC(=O)C3CCOC3)CC2)cc1 (centres undefined)	-22%	-15
CCC(C(=O)N1CCN(C(=O)c2ccco2)CC1)n1sc2ccccc2c1=O (centres undefined)	?	·
O=C(N/N=C/c1cccs1)C(=O)N1CCCC1	-1%	-6
Cc1cc(-c2nnc(CCC(=O)N(C)Cc3cccc4ccccc34)o2)no1	5%	22
O=C1NC(Cc2c[nH]c3ccccc23)C(=O)N1CCOc1ccccc1 (centres undefined)	?	·
CC(/C=N/NC(=O)c1ccncc1)=C\c1ccccc1	-2%	-4
O=C(CNC(=O)c1ccccc1F)N/N=C/c1cc(Br)ccc1OC(=O)/C=C/c1ccco1	?	·
COc1ccc(OCCCC(=O)Nc2nc(-c3ccccn3)cs2)cc1	i	·
Cc1c(NS(=O)(=O)c2ccc3c(c2)CCN3C(=O)C2CC2)c(=O)n(-c2ccccc2)n1C	-2%	-12
O=C(CCCc1ccccc1)Nc1ccc(S(=O)(=O)N2CCOCC2)cc1	?	·
NS(=O)(=O)c1ccc(NC(=S)NCCc2ccccc2)cc1	?	·
CN1C(=S)SC(/[N+]([O-])=C\c2ccccc2F)C1(C)C (centres undefined)	-11%	3
CC1CC(C)CN(S(=O)(=O)N2CCC(C(=O)NCc3ccco3)CC2)C1 (centres undefined)	?	·
COc1ccccc1CNC(=O)C1CCN(C(=O)c2sccc2-n2cccc2)CC1	i	-10
O=S(=O)(NCCOCC(F)(F)C(F)F)c1ccc2oc3ccccc3c2c1	?	·
COc1ccc(/C(=N\O)c2nccc3cc(OC)c(OC)cc23)cc1OC	2%	-20
CCCCNc1cc(C)oc(=O)c1C(C)=O	i	·
Cc1ccc(C(=O)Nc2ccc3c(c2)OCCO3)o1	?	·
COc1cccc(C2OC(=O)c3ccccc3N2C(C)=O)c1OC(C)=O (centres undefined)	i	24
O=C(NCC1CCN(S(=O)(=O)c2ccccc2)CC1)Nc1ccc(F)cc1	?	·
O=C(O)CCc1ccc(-c2ccccc2)n1CC(=O)O	?	·
Cc1cc(C)n(CCN(C)Cc2nc(Cc3ccccc3F)no2)n1	-15%	0
Nc1ccccc1O	6%	-2
O=C(Nc1c(C(=O)Nc2ccccc2)cnn1-c1ccccc1)c1ccco1	1%	4
O=C(NCc1ccc2[nH]c3c(c2c1)CCCC3)c1ccc(S(=O)(=O)N2CCCC2)cc1	?	·
CC1CC(NC(=O)CC#N)CC(C)(C)C1 (centres undefined)	-2%	-10
COc1ccc(/C=C/C(=O)Nc2ccc3c(c2)OCCO3)cc1OC	?	·
CCOC(=O)c1sc2nc(C)[nH]c(=O)c2c1C	13%	4
